JMJD2A Tudor inh – qHTS Assay for Inhibitors of JMJD2A-Tudor Domain | Lysine-specific demethylase 4A (Homo sapiens), O75164 | AlphaScreen JMJD2A-Tudor / H3K4me3 peptide binding | Potency, µM (top dose mostly 114 µM), for inactives: at the top dose activity change, negative = inhibition, usual class: inhibitors | 390,000 compounds, 4.4% hits | AID 504339, 2011; further: potency means the concentration at half of the fitted maximal effect; on the % scale 0 is the no-effect control and ±100 the full control effect; nearly all actives have a fitted effect of over 50% in size
Target sequence (O75164 whole entry, looked up, the tested form may be a part): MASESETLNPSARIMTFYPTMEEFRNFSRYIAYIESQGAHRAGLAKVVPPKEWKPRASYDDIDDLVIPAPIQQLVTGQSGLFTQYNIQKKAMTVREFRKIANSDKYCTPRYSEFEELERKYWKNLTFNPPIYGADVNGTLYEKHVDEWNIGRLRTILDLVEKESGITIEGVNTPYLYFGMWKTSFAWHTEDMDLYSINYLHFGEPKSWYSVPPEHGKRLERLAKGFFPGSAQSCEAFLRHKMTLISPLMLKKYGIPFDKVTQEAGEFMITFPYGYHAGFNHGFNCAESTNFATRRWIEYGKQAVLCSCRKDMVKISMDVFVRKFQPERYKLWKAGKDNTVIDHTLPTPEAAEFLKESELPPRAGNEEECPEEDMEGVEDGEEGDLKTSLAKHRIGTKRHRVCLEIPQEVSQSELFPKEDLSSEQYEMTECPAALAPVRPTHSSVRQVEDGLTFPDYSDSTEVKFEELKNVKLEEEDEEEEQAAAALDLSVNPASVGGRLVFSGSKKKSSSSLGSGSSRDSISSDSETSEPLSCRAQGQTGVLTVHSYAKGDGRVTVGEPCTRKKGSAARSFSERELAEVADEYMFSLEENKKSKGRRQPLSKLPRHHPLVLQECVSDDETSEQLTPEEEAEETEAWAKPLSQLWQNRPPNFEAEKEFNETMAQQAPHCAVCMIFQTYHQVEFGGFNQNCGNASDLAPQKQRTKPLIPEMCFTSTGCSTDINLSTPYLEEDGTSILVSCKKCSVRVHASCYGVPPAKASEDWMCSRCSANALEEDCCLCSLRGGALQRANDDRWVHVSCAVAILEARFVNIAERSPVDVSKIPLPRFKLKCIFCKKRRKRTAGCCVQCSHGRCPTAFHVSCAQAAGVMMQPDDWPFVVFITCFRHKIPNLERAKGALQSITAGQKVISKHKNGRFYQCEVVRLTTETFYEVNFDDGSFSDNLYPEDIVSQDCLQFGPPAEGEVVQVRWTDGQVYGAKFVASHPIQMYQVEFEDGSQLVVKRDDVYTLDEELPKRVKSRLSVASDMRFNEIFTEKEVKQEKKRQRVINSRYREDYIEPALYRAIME
ERG Ets-DNA blk – qHTS for Small Molecule Inhibitors of the ERG Ets/DNA interaction; AID 624246, 2012; fluorescence polarization, His-ERG Ets domain / labelled DNA; Potency, µM (series often up to 76.9 µM), inactives show at the top dose FP activity, negative = inhibition, hits mostly inhibitors; Transcriptional regulator ERG (Homo sapiens), P11308; 370,000 compounds, 0.028% hits; active means well fitted inhibition curve with a large enough effect in the polarisation, with a control signal flat; inconclusive means small, poorly fitted or top-dose-only effect, or effect the other way, or a change in a side signal; inactive means no such curve, though single readings can be large or run the other way; the % refers to the polarisation;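 further: polarization taken with two DNA probes labelled with fluorescein and Texas red; potency means the concentration at half of the fitted maximal effect; % of control where 0% means no effect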
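His-tagged ERG Ets domain (1 uM in the protein solution; 300mM KCl, 50mM Tris-HCl, 1mM EDTA, 1mM DTT, pH 7.5) received compound, then a probe mix of 5 nM fluorescein-DNA and 100nM Texas-615-DNA. Fluorescence polarization was read for both dyes.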
HP1b chromo inh – HTS for Inhibitors of HP1-beta Chromodomain Interactions with Methylated Histone Tails. AlphaScreen HP1-beta / biotin-H3K9me3 peptide binding. Potency, µM (highest dose often 114 µM), without a hit: at the top dose activity change, negative = inhibition, most hits filed as inhibitors. 390,000 compounds, 0.56% hits. AID 540317, 2011; further: potency means the concentration at half of the fitted maximal effect; nearly all actives have a fitted effect of over 70% in size; inactives centre near 23
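Compound inhibition of the preformed complex between 50 nM HP1-beta and 50 nM biotinylated H3K9me3 peptide was read by AlphaScreen. Buffer was PBS pH 7.4 with 0.01% Tween-20. Incubations ran 30 min at room temperature, with 10 ug/mL donor/acceptor beads.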
12-LOX inh – Primary qHTS assay for inhibitors of human arachidonate 12S-lipoxygenase (ALOX12): Round 2. Polyunsaturated fatty acid lipoxygenase ALOX12 (Homo sapiens), P18054. 580,000 compounds, 1.1% hits. AID 1671190, 2021. purified 12hLO, xylenol orange hydroperoxide absorbance. Potency, µM (doses to about 108 µM), for inactives: at the highest dose activity change, negative = inhibition, actives largely listed as inhibitors; further: potency means the concentration at half of the fitted maximal effect; on the % scale 0 is the no-effect control and ±100 the full control effect
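Purified human 12hLO at 150 nM in 25 mM Hepes, 0.01% Triton X-100, pH 7.0, preincubated 15 min at room temperature with compound. Reaction started with 40 uM arachidonic acid, 30 min at room temperature. Hydroperoxide measured by Fe-xylenol orange, 573/405 nm absorbance ratio.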
RGS4 inh – Inhibitors of Regulator of G Protein Signaling (RGS) 4: qHTS; Transcreener GDP fluorescence polarization, RGS4-accelerated GTP hydrolysis; Potency, µM (doses to about 114 µM), for inactives: top-dose activity change, negative = inhibition, usual class: inhibitors; 390,000 compounds, 0.039% hits; further: potency means the concentration at half of the fitted maximal effect; on the % scale 0 is the no-effect control and ±100 the full control effect; nearly all actives have a fitted effect of over 75% in size; some results filed as inactive show a strong effect at the top dose
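MLSMR compounds (23 nl, pin-transferred) preincubated 10 min at room temperature with a 500nM (2x) first reagent, then RGS4 at 900nM (2x) plus Transcreener GDP mix added; fluorescence polarization (620/688 nm) read before and after 90 min at 30 °C.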
BAZ2B block – qHTS Assay for Inhibitors of BAZ2B. AlphaScreen BAZ2B-H3K14Ac peptide displacement. Potency, µM (series often up to 114 µM), without a hit: top-dose activity change, negative = inhibition, actives largely listed as inhibitors. 360,000 compounds, 4.4% hits. AID 504333, 2011; further: potency means the concentration at half of the fitted maximal effect; on the % scale 0 is the no-effect control and ±100 the full control effect; nearly all actives have a fitted effect of over 60% in size
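AlphaScreen displacement of biotin-H3(5-23)K14Ac peptide (50 nM final) from BAZ2B (50 nM final) in PBS pH 7.4, 0.01% Tween-20; complex preformed 30 min RT, then compounds (top 110 uM) 30 min RT, beads 20 min dark.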
PI4K2A block – qHTS for small molecular inhibitors of PI4K2A | Phosphatidylinositol 4-kinase type 2-alpha (Homo sapiens), Q9BTU6 | purified PI4K2A, ADP-Glo luminescence, 1 h; hits give low values | 420,000 compounds, 0.13% hits | AID 1346378, 2018 | activity change, negative = inhibition, % at 76.9 µM; in the data active means activity change below about -50%; inconclusive means mostly about -30% to -49%;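 further: -100% = wells without enzyme as full effect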
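In this quantitative HTS, ADP production by PI4K2A was quantified luminescently after 1 h at ambient temperature; 100 microM adenosine served as plate-quality control.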
G9a block – qHTS Assay for Inhibitors of Histone Lysine Methyltransferase G9a; AID 504332, 2011; 350,000 compounds, 8.8% hits; Potency, µM (doses to about 102 µM), inactives show at the top dose activity, negative = inhibition, most hits filed as inhibitors; Histone-lysine N-methyltransferase EHMT2 (Homo sapiens), Q96KQ7; G9a H3K9 monomethylation, AlphaScreen, 2 h; further: potency means the concentration at half of the fitted maximal effect; on the % scale 0 is the no-effect control and ±100 the full control effect; nearly all actives have a fitted effect of over 75% in size
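Methyltransferase reactions run at room temperature for 2 h (20 nM enzyme, 500 nM biotin-H3K9 peptide, 20 uM SAM) after a 15 min compound preincubation; product detected by AlphaScreen beads and anti-H3K9me1 antibody.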
GLS inhibitor – qHTS for Inhibitors of Glutaminase (GLS). Glutaminase kidney isoform, mitochondrial (Homo sapiens), O94925. GLS enzymatic activity, qHTS titration. Potency, µM (highest dose often 45.5 µM), for the others: top-dose activity change, negative = inhibition, usual class: inhibitors. 410,000 compounds, 0.21% hits; further: potency means the concentration at half of the fitted maximal effect; on the % scale 0 is the no-effect control and ±100 the full control effect
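Assay buffer: 45 mM KH2PO4 pH 8.2, 0.02% Tween-20. hKGA acts on L-glutamine (1 mM solution added); product glutamate is reported by an oxidase/peroxidase Amplex Red coupling, with fluorescence taken at baseline and 30 min.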
* = called active by the depositor; ? = inconclusive; / = not tested or not shown; [ ] = dose if it differs, or a comment. Unless noted, the call rests on the fitted dose curve; in most records, active means well fitted curve in the direction sought with a large enough effect; inconclusive means small, poorly fitted or top-dose-only effect, or another doubt; inactive means no such curve, though single readings can be large; an effect the other way counts as inactive or inconclusive. This is a subset; the hit share may differ from the screen's.

SMILES	JMJD2A Tudor inh	ERG Ets-DNA blk	HP1b chromo inh	12-LOX inh	RGS4 inh	BAZ2B block	PI4K2A block	G9a block	GLS inhibitor
COc1ccc(S(=O)(=O)O/N=C2\CCSc3ccc(C)cc32)cc1	-14.4%	-1.7%	43.9%[activator]	-16.6%	19.5%	-4.8%	-4.1	?	-7.1%
COc1ccccc1NC(=O)Nc1ccc(S(=O)(=O)Nc2onc(C)c2C)cc1	-14.3%	/	31.0%	-14.6%	-30.1%	-1.8%	2.6	22.0%[12.7 µM]	15.1%
CCc1ccc(OCC(=O)NCC(c2ccc(Cl)cc2)N2CCOCC2)cc1 (stereo unspecified)	-12.3%	10.4%	47.9%[activator]	5.7%	9.9%	-2.5%	-1.7	-1.5%[59 µM]	0.5%
COc1ccc(NC(=O)CN(C)C(=O)c2ccc3c(c2)OCCO3)cc1	-9.7%	6.8%	21.3%	-22.0%	-25.9%	6.7%	3.5	0.2%	5.0%
CCOc1ccc(CCNC(=O)COC(=O)C2CCN(S(=O)(=O)c3ccc(C)c(C)c3)CC2)cc1OCC	-23.4%	-6.3%	11.4%	171.2%[activator]	9.0%	-35.3%	-4.1	7.4%	3.3%
Cc1cc(C(=O)OCC(=O)Nc2ccccc2[N+](=O)[O-])c2ccccc2n1	-2.9%	/	27.2%	6.2%	-24.2%	5.5%	3.9	-45.1%[59 µM]	5.5%
O=C(c1cc(=O)c2ccccc2o1)N1CCCc2ccccc21	-20.3%	6.2%	52.5%[activator]	0.0%	-28.1%	-6.2%	4.4	?	-22.2%
Brc1cnc2nc(SC/C=C/c3ccccc3)[nH]c2c1	?	-0.6%	43.4%[activator]	0.0%	-16.5%	-23.3%	1.1	13.4%	-12.4%
Cc1cc(Cl)nc(Cl)c1C(=O)NC(=O)NCCC(C)C	-11.3%	8.3%	26.1%	0.2%	-13.4%	-11.2%	-1.2	2.6%	3.6%
Cc1cc(-c2ccc(Br)s2)nc(-n2cccc2)n1	20.5%	13.7%	51.8%[activator]	6.2%	-42.7%	-29.6%	-7.1	15.3%[12.7 µM]	-12.0%
COc1ccc(N(C)C(=O)Cc2c(C(=O)O)n(C)c3ccccc23)cc1	-18.7%	15.8%	21.7%	27.8%	44.4%	-11.8%	-0.8	-40.0%	-3.5%
COc1ccc(NC(=O)C2CCCN2S(=O)(=O)c2ccc3c(c2)CCCC(=O)N3)cc1Cl (stereo unspecified)	-14.3%	-3.6%	1.4%	-25.3%	-4.4%	1.4%	0.8	1.4%[59 µM]	2.3%

Part of the list above in order of formula weight, ascending.
SMILES	JMJD2A Tudor inh	ERG Ets-DNA blk	HP1b chromo inh	12-LOX inh	RGS4 inh	BAZ2B block	PI4K2A block	G9a block	GLS inhibitor
Brc1cnc2nc(SC/C=C/c3ccccc3)[nH]c2c1	?	-0.6%	43.4%[activator]	0.0%	-16.5%	-23.3%	1.1	13.4%	-12.4%
COc1ccc(NC(=O)CN(C)C(=O)c2ccc3c(c2)OCCO3)cc1	-9.7%	6.8%	21.3%	-22.0%	-25.9%	6.7%	3.5	0.2%	5.0%
COc1ccccc1NC(=O)Nc1ccc(S(=O)(=O)Nc2onc(C)c2C)cc1	-14.3%	/	31.0%	-14.6%	-30.1%	-1.8%	2.6	22.0%[12.7 µM]	15.1%

Going on with the list.
SMILES	JMJD2A Tudor inh	ERG Ets-DNA blk	HP1b chromo inh	12-LOX inh	RGS4 inh	BAZ2B block	PI4K2A block	G9a block	GLS inhibitor
O=C1COc2ccc(C(=O)NCc3ccco3)cc2N1	-1.2%	/	22.3%	-6.2%	20.4%	12.9%	-6.5	-2.0%[59 µM]	-3.2%
COc1ccc(-c2cn3c(n2)sc2cc(C(=O)Nc4cc(OC)cc(OC)c4)ccc23)cc1	-8.9%	2.9%	26.7%	-28.9%	20.7%	-5.0%	-4.9	-23.4%[59 µM]	-6.4%
O=C(NCc1ccc(F)cc1)c1noc2c1CCCCC2	0.0%	9.1%	44.3%[activator]	17.2%	-17.5%	2.1%	-6.6	14.3%[59 µM]	-3.9%
Cc1ccc2sc(N(Cc3cccnc3)C(=O)CCS(=O)(=O)c3ccccc3)nc2c1C	-21.4%	9.2%	26.9%	?	-33.8%	-9.3%	2.0	-5.0%[59 µM]	-5.5%
Cc1ccc(Cl)cc1NC(=O)c1ccccc1OCC(=O)Nc1ccc(Cl)cc1	-2.3%	-7.3%	16.2%	-20.6%	-29.2%	11.2%	-8.9	3.9%[59 µM]	-1.7%
NS(=O)(=O)c1ccc(CCn2c(=S)[nH]c3ccc(F)cc3c2=O)cc1	6.5%	-3.7%	53.2%[activator]	-4.7%	-24.6%	1.4%	0.4	0.6%	2.4%
O=C(CCC(=O)c1ccccc1)NC1CCCN(Cc2ccccc2F)C1 (stereo unspecified)	-3.5%	-7.0%	41.2%[activator]	-1.9%	6.4%	7.2%	-0.7	-9.2%	-10.6%
COc1ccc(/C=C/C(=O)NCCCNC(=O)/C=C/c2ccc(OC)c(OC)c2)cc1OC	4.1%	-10.8%	7.7%	?	9.1%	/	-0.2	/	-4.4%
Cc1ccc(S(=O)(=O)NC(CC(=O)NC2CCCC2)c2ccco2)cc1 (stereo unspecified)	-7.4%	-1.9%	22.8%	22.6%	23.1%	-0.3%	-3.0	7.8%[59 µM]	-1.0%
CC1CC(C)CN(S(=O)(=O)c2ccc3c(c2)CC(=O)N3)C1 (stereo unspecified)	-10.8%	1.9%	35.0%	-6.5%	10.2%	7.5%	2.0	-1.6%[12.7 µM]	1.2%
CC(C)(Oc1ccc(Cl)cc1)C(=O)N1CCN(c2ccccn2)CC1	-12.0%	3.5%	16.0%	5.9%	21.5%	1.7%	0.4	16.2%[59 µM]	7.6%
O=C(Nc1ccc(Cl)cc1)c1ccc2c(c1)S(=O)(=O)c1ccccc1C2=O	-5.0%	15.2%	42.6%[activator]	1.6%	9.7%	/	0.7	/	-0.5%
CC(C)c1ccc(C=NNc2ccc([N+](=O)[O-])cn2)cc1	-8.3%	-2.4%	21.9%	-24.2%	-10.2%	/	2.6	/	-3.8%
Cn1ncc2c(Nc3ccc4ccccc4c3)ncnc21	-26.7%	/	13.8%	?	-17.6%	8.6%	-0.2	-9.7%	4.2%
CC1(c2nnc(Cc3ccccc3)o2)CC(c2ccc(Cl)cc2)=NO1 (stereo unspecified)	-10.3%	-4.5%	53.2%[activator]	12.3%	20.2%	/	1.1	/	-2.0%
Cc1sc2ncn(CC(=O)NCCCC(=O)Nc3ccc(C(C)C)cc3)c(=O)c2c1C	-13.7%	-7.9%	34.2%	-2.3%	?	1.8%	-3.5	6.4%[59 µM]	0.7%
Cc1cccc(C(P(=O)(c2ccccc2)c2ccccc2)P(=O)(c2ccccc2)c2ccccc2)n1	-2.8%	7.3%	27.2%	-7.8%	-29.7%	-2.2%	2.7	8.4%[59 µM]	-12.4%
CC(C)Cn1c2c(c(=O)[nH]c1=O)C(NS(=O)(=O)c1ccc(Cl)cc1)(C(F)(F)F)C(=O)N2 (stereo unspecified)	-16.9%	3.8%	36.7%	0.0%	15.2%	2.0%	-2.5	-2.6%[12.7 µM]	2.2%
Cn1c(SCC(=O)Nc2ncc(C(F)(F)F)cc2Cl)nnc1-c1ccc(Cl)cc1	-10.3%	/	24.5%	14.5%	-18.5%	-4.7%	-4.2	23.1%[59 µM]	0.6%
CSc1ccccc1NC(=O)N1CCC(CO)(CC2CCCCO2)CC1 (stereo unspecified)	3.0%	0.6%	18.3%[57 µM]	14.6%	4.6%	-0.5%	-0.1	/	9.4%
Cc1ccccc1-c1nnc(CN2CCN(C(=O)c3ccco3)CC2)o1	-10.6%	4.1%	47.7%[activator]	-1.4%	8.0%	4.9%	8.1	?	0.8%
Cc1cc(C)c(NC(=O)CN(C)C(=O)C2CC(=O)N(c3cccc4ccccc34)C2)c(C)c1 (stereo unspecified)	-15.8%	-5.9%	28.2%	-0.8%	6.9%	8.2%	-0.3	1.5%[12.7 µM]	8.6%
CCOc1nsc(OCC)n1	-6.2%	-3.9%	-0.2%	-44.5%	23.8%	0.0%	4.5	5.9%	3.3%
Cc1ccc(C(=O)Nc2cccc3cccnc23)cc1Cl	11.6%	-3.0%	51.6%[activator]	-9.4%	18.5%	-2.8%	1.9	3.4%[59 µM]	2.4%
Cc1ccc(S(=O)(=O)/N=C2/NC(=O)/C(=C/c3ccccn3)S2)cc1	-6.4%	-12.6%	18.0%	?	10.2%	-9.8%	-3.5	56.2µM*	7.1%
CN1CCN(CC(=O)NN(Cc2ccccc2)c2ccccc2)CC1	7.94µM*	4.1%	?	?	6.2%	-2.4%	-5.4	/	1.3%

Screens deposited in PubChem BioAssay by National Center for Advancing Translational Sciences (NCATS).
